GRK2 aptamer HTS: inhibitors of human GRK2 displacing RNA aptamer | P25098 | bead flow cytometry, FAM-aptamer displacement from GRK2 | inhibition of aptamer binding, % at 10 µM | hit rate 0.59% among 330,000 | AID 488847;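 active means inhibition of aptamer binding above 40%, roughly 3 SD of noise, on plates passing a quality check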;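 further: median bead fluorescence of bound FAM aptamer so fluorescent compounds give negative values; no value below 0 was filed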
Target sequence (P25098 whole entry, looked up): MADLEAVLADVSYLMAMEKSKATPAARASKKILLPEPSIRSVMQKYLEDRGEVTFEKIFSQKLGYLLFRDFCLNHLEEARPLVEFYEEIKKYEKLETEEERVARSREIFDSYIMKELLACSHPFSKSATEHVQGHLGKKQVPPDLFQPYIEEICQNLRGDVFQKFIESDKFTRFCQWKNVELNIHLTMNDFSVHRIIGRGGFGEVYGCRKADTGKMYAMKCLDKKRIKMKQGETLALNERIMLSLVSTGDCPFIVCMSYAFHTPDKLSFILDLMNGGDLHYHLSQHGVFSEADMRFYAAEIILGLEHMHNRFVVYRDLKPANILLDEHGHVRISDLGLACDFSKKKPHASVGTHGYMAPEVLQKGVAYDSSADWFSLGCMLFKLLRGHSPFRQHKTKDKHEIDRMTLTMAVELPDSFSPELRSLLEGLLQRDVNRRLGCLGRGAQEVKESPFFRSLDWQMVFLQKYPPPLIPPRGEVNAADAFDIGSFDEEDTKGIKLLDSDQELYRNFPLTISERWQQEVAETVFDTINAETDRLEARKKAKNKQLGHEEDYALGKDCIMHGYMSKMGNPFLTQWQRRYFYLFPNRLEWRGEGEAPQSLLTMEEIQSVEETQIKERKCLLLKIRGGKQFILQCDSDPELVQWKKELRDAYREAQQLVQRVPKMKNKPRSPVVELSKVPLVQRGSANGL
An asterisk follows results filed as active. An excerpt; the hit share may differ from the screen's.

Cc1ccc(C(=O)NC(CCc2ccccc2)C(=O)O)cc1 (stereo not given) was read as GRK2 aptamer HTS 3.
O=S1(=O)c2ccc(Br)cc2N2CCC[C@@H]2CN1Cc1ccccc1 was read as GRK2 aptamer HTS 5.
For COc1ccc2c(=O)c(-c3ccc(C)cc3)c(-c3ccccc3)oc2c1 the results were GRK2 aptamer HTS 17.
Cc1ccc(-c2noc(CCC(=O)N3CCN(c4cc(C)ccc4C)CC3)n2)cc1 was read as GRK2 aptamer HTS 0.
`CC[C@]12c3[nH]c4cc(CCC(=O)N(C)C)ccc4c3CCN1C(=O)[C@@H](CC(=O)NCCc1ccccn1)C[C@@H]2C(=O)N1CCN(C(=O)c2ccco2)CC1` gave GRK2 aptamer HTS 0.
COc1ccccc1[C@H]1C(c2ccc(F)cc2)=NN(c2ccccc2)[C@@H]1CO was read as GRK2 aptamer HTS 8.
C#CCN1C=C(C(=O)OCC)C(C)NS1(=O)=O (stereo not given) was read as GRK2 aptamer HTS 0.
COc1cc2cnc(-c3ccccc3)c(C(=O)c3ccc(OCc4ccccc4)cc3)c2cc1OC was read as GRK2 aptamer HTS 0.
Screening C=C1c2ccccc2O[C@H](C(=O)OCC)[C@@H]1C1CCCCC1 returned GRK2 aptamer HTS 1.
Nc1ncnc2c1ncn2[C@@H]1O[C@H](CNC(=O)[C@@H](N)Cc2ccc(C(F)(F)F)cc2)[C@@H](O)[C@H]1O was read as GRK2 aptamer HTS 0.
`CO[C@H]1CC[C@@]2(C)[C@@H](CC[C@@H]3[C@@H]2CC[C@@]2(C)[C@H]3C[C@H](C(=O)N[C@@H](CCCN=C(N)N)C(=O)NCC(=O)N[C@@H](CC(=O)O)C(N)=O)O[C@]23CCCO3)C1` gave GRK2 aptamer HTS 6.
`CC(=O)c1ccc(-c2cccc([C@H]3[C@@H]4C=CC[C@@H](C)[C@@H]4C(=O)N3Cc3ccccc3)c2)cc1` gave GRK2 aptamer HTS 0.
For COc1ccc(-c2noc(CCC(=O)N3CCN(c4ccccc4OC)CC3)n2)cc1 the results were GRK2 aptamer HTS 1.
CN(C(=O)OC(C)(C)C)[C@H](Cc1ccccc1)C(=O)N[C@H]1CCCCNC1=O was read as GRK2 aptamer HTS 2.
For CCCCCCN(C(=O)CCCCCN1C(=O)NC(c2ccc([N+](=O)[O-])cc2)C(C(=O)OCc2ccccc2)=C1C)C(C(=O)NCCCC)C1CCCCC1 (stereo not given) the results were GRK2 aptamer HTS 1.
For CC[C@]1(C(=O)OC)[C@H]2C(=O)N(C)C(=O)[C@H]2[C@H]2CN=C(SCc3ccc(C#N)cc3)N21 the results were GRK2 aptamer HTS 0.
`CCCN=C1N(C)C[C@@H]2[C@@H]3C(=O)N(C)C(=O)[C@@H]3[C@](Cc3ccccc3)(C(=O)OC)N12` gave GRK2 aptamer HTS 0.
`CCN(CC)C(=O)[C@H]1C[C@H](CC(=O)NCCc2ccccn2)C(=O)N2CCc3c([nH]c4cc(CCC(=O)N(C)C)ccc34)[C@]12C` gave GRK2 aptamer HTS 0.
For COc1ccc(C2CC(c3ccccc3F)=NN2c2ccc(S(N)(=O)=O)cc2)cc1 (stereo not given) the results were GRK2 aptamer HTS 0.
CC[C@]12c3[nH]c4cc(-c5ccco5)ccc4c3CCN1C(=O)[C@@H](CC(=O)NCCCn1ccnc1)C[C@@H]2C(=O)N1CCN(C(=O)C2CC2)CC1 was read as GRK2 aptamer HTS 26.
Screening COc1ccc2[nH]c3c(c2c1)CCN1C(=O)C(CC(=O)NCc2cccc(C(F)(F)F)c2)C[C@H](C(=O)N2CCCCC2)[C@@]31CCc1ccccc1 (stereo not given in full) returned GRK2 aptamer HTS 1.
Screening CCOC(=O)C1(C)C(C(=O)OC)=C(c2ccc(OC)cc2)c2ccccc2N1C(=O)OC (stereo not given) returned GRK2 aptamer HTS 0.
CC[C@]12c3[nH]c4ccc(OC)cc4c3CCN1C(=O)C(CC(=O)NCCc1ccccn1)C[C@@H]2C(=O)N1CCN(C(=O)C2CC2)CC1 (stereo not given in full) was read as GRK2 aptamer HTS 0.
COC(=O)[C@H](C)N(Cc1ccc(Cl)c(Cl)c1)S(=O)(=O)CCNC1CCCC1 was read as GRK2 aptamer HTS 2.
`CCN1C(=O)[C@H]2[C@H]3CN=C(SCc4ccc(C#N)cc4)N3[C@@](CC)(C(=O)OC)[C@H]2C1=O` gave GRK2 aptamer HTS 0.
For CC[C@]12c3[nH]c4ccc(Cl)cc4c3CCN1C(=O)[C@@H](CC(=O)NCCCN(C)C)C[C@@H]2C(=O)N1CCN(C(=O)C2CC2)CC1 the results were GRK2 aptamer HTS 0.
Screening COC(=O)[C@H](Cc1ccccc1)NC(=O)Cn1cnc(C(=O)Nc2ccc(C)c(C)c2)n1 returned GRK2 aptamer HTS 0.
O=C(NCCC(=O)N1O[C@@H]2C=C[C@H]1C2)OCC1c2ccccc2-c2ccccc21 was read as GRK2 aptamer HTS 0.
`COc1ccc(C2CC(=O)Oc3cc(C)c(Cl)cc32)cc1` (stereo not given) gave GRK2 aptamer HTS 5.
COc1ccc(C2CC(=O)Oc3c(C(C)C)ccc(C)c32)cc1 (stereo not given) was read as GRK2 aptamer HTS 0.
`CCN1C(=O)[C@H]2[C@H]3CN=C(SCc4ccc(C#N)cc4)N3[C@@](C)(C(=O)OC)[C@H]2C1=O` gave GRK2 aptamer HTS 1.
`CCOC(=O)C1=C(C)c2ccccc2OC1(C)C(=O)OCC` (stereo not given) gave GRK2 aptamer HTS 0.
For COc1ccc(C2CC(c3cccc(C(F)(F)F)c3)=NN2c2ccc(S(N)(=O)=O)cc2)cc1 (stereo not given) the results were GRK2 aptamer HTS 1.
`COC(=O)[C@@]1(Cc2ccccc2)[C@H]2C(=O)N(Cc3ccccc3)C(=O)[C@H]2[C@H]2CN=C(SCc3ccc(C#N)cc3)N21` gave GRK2 aptamer HTS 0.
Screening Cc1ccc(NC(=O)c2ncn(CC(=O)NCC(C)c3ccccc3)n2)cc1C (stereo not given) returned GRK2 aptamer HTS 2.
Screening COc1ccc(-c2sc3cc(OC)ccc3c2-c2ccc(OCCN3CCOCC3)cc2)cc1 returned GRK2 aptamer HTS 0.
Screening Cc1ccc(C(=O)NC(Cc2ccccc2C(F)(F)F)C(=O)O)cc1 (stereo not given) returned GRK2 aptamer HTS 0.
Screening CC(C)(C)NC(=O)C(c1ccc(-c2ccccc2)cc1)N(C[C@H]1CC[C@@H]([C@@H]2CC[C@H](CO)O2)O1)C(=O)c1ccc(-c2ccccc2)cc1 (stereo not given in full) returned GRK2 aptamer HTS 4.
COc1ccc(C2CC(C(C)(C)C)=NN2c2ccc(S(N)(=O)=O)cc2)cc1 (stereo not given) was read as GRK2 aptamer HTS 0.
`CC[C@]12c3[nH]c4ccc(Cl)cc4c3CCN1C(=O)[C@@H](CC(=O)NCCCOC)C[C@@H]2C(=O)N1CCN(C(=O)C2CC2)CC1` gave GRK2 aptamer HTS 0.
For COc1ccc(C2CC(c3ccncc3)=NN2c2ccc(S(N)(=O)=O)cc2)cc1 (stereo not given) the results were GRK2 aptamer HTS 16.
For CCOC(=O)C1=C(C)N(C[C@@H]2CC[C@@H](Cc3ccc(-c4ccccc4)cc3)O2)C(=O)NC1c1cccc([N+](=O)[O-])c1 (stereo not given in full) the results were GRK2 aptamer HTS 6.
Screening CN(C)C(=O)CCc1ccc2c3c([nH]c2c1)[C@]1(CCc2ccccc2)[C@@H](C(=O)N2CCCCC2)C[C@H](CC(=O)NC(C)(C)C)C(=O)N1CC3 returned GRK2 aptamer HTS 1.
`COc1ccc2[nH]c3c(c2c1)CCN1C(=O)C(CC(=O)NCCC2=CCCCC2)C[C@H](C(=O)N2CCCCC2)[C@@]31CCc1ccccc1` (stereo not given in full) gave GRK2 aptamer HTS 0.
CN(C)C(=O)CCc1ccc2c3c([nH]c2c1)[C@]1(C)[C@@H](C(=O)N2CCOCC2)C[C@H](CC(=O)NCC24CC5CC(CC(C5)C2)C4)C(=O)N1CC3 was read as GRK2 aptamer HTS 3.
`CCOC(=O)C1=CNS(=O)(=O)NC1c1ccc(C)cc1` (stereo not given) gave GRK2 aptamer HTS 0.
`COc1ccc(-c2cccc(-c3cc(=O)oc4ccc(C(C)(C)C)cc34)c2)cc1` gave GRK2 aptamer HTS 0.
CCC1C(=O)C[C@H]2CCN3C(=O)CCCC1C23 (stereo not given in full) was read as GRK2 aptamer HTS 0.
COc1cc(C2CC(=O)Oc3cc(OC)c(OC)c(OC)c32)cc(OC)c1OC (stereo not given) was read as GRK2 aptamer HTS 4.
COc1cc(OC)c2c(-c3cccc(-c4ccc(C#N)cc4)c3)cc(=O)oc2c1 was read as GRK2 aptamer HTS 1.
`O=C(C[C@H]1C[C@H](C(=O)N2CCCCC2)[C@@]2(CCc3ccccc3)c3[nH]c4ccc(Cl)cc4c3CCN2C1=O)NCCc1ccccn1` gave GRK2 aptamer HTS 0.
For Cn1c(=O)c2c(ncn2CC(=O)NC[C@H]2O[C@@H](n3cnc4c(N)ncnc43)[C@H](O)[C@@H]2O)n(C)c1=O the results were GRK2 aptamer HTS 5.
`CC[C@]1(C(=O)OC)[C@H]2C(=O)N(Cc3ccccc3)C(=O)[C@H]2[C@H]2CN=C(SCc3ccc(C)cc3)N21` gave GRK2 aptamer HTS 0.
Screening C[C@@H](NS(=O)(=O)c1ccc(Br)cc1F)[C@@H](O)c1ccccc1 returned GRK2 aptamer HTS 0.
Screening O=C(CCc1ccccc1)N[C@@H]1c2ccccc2CC[C@@H]1OCc1ccccc1 returned GRK2 aptamer HTS 2.
For COc1cc(OC)cc(-c2sc3ccc(OC)cc3c2-c2ccc(OCCN3CCCCC3)cc2)c1 the results were GRK2 aptamer HTS 0.
Screening COc1ccc2c(c1)OC(=O)CC2c1ccccc1OC (stereo not given) returned GRK2 aptamer HTS 5.
Screening Cc1cccc(C2=NN(c3ccc(Br)cc3)[C@@H](C(=O)N3CCOC3=O)[C@@H]2c2ccc([N+](=O)[O-])cc2)c1 returned GRK2 aptamer HTS 0.
`COc1cc(NC(=O)Cn2cnc(C(=O)Nc3ccc(C)c(C)c3)n2)cc(OC)c1OC` gave GRK2 aptamer HTS 0.
Screening Cc1cccc(C2=NN(c3ccc(Br)cc3)[C@@H](C(=O)N3CCOC3=O)[C@@H]2C)c1 returned GRK2 aptamer HTS 0.

Nothing new here: entries from further up.
CN(C)C(=O)CCc1ccc2c3c([nH]c2c1)[C@]1(C)[C@@H](C(=O)N2CCOCC2)C[C@H](CC(=O)NCC24CC5CC(CC(C5)C2)C4)C(=O)N1CC3 was read as GRK2 aptamer HTS 3.
`CCOC(=O)C1=CNS(=O)(=O)NC1c1ccc(C)cc1` (stereo not given) gave GRK2 aptamer HTS 0.
`COc1ccc(-c2cccc(-c3cc(=O)oc4ccc(C(C)(C)C)cc34)c2)cc1` gave GRK2 aptamer HTS 0.
CCC1C(=O)C[C@H]2CCN3C(=O)CCCC1C23 (stereo not given in full) was read as GRK2 aptamer HTS 0.
COc1cc(C2CC(=O)Oc3cc(OC)c(OC)c(OC)c32)cc(OC)c1OC (stereo not given) was read as GRK2 aptamer HTS 4.
COc1cc(OC)c2c(-c3cccc(-c4ccc(C#N)cc4)c3)cc(=O)oc2c1 was read as GRK2 aptamer HTS 1.
`O=C(C[C@H]1C[C@H](C(=O)N2CCCCC2)[C@@]2(CCc3ccccc3)c3[nH]c4ccc(Cl)cc4c3CCN2C1=O)NCCc1ccccn1` gave GRK2 aptamer HTS 0.
For Cn1c(=O)c2c(ncn2CC(=O)NC[C@H]2O[C@@H](n3cnc4c(N)ncnc43)[C@H](O)[C@@H]2O)n(C)c1=O the results were GRK2 aptamer HTS 5.
`CC[C@]1(C(=O)OC)[C@H]2C(=O)N(Cc3ccccc3)C(=O)[C@H]2[C@H]2CN=C(SCc3ccc(C)cc3)N21` gave GRK2 aptamer HTS 0.
Screening C[C@@H](NS(=O)(=O)c1ccc(Br)cc1F)[C@@H](O)c1ccccc1 returned GRK2 aptamer HTS 0.

More records:
`CC[C@]12c3[nH]c4ccc(Cl)cc4c3CCN1C(=O)[C@@H](CC(=O)NCc1cccc(C(F)(F)F)c1)C[C@@H]2C(=O)N1CCN(C(=O)c2ccco2)CC1` gave GRK2 aptamer HTS 9.
`O=C1[C@H]2CCC=C[C@H]2[C@H](c2cccc(Br)c2)N1Cc1ccccc1` gave GRK2 aptamer HTS 0.
Screening Cc1ccc(S(=O)(=O)N2C[C@@H]3CCCC[C@@H]3[C@@H](C)[C@H]2c2cn(Cc3ccccc3)c3ccccc23)cc1 returned GRK2 aptamer HTS 3.
Screening CCN1C(=O)[C@H]2[C@H]3CN=C(SC)N3[C@@](Cc3ccccc3)(C(=O)OC)[C@H]2C1=O returned GRK2 aptamer HTS 1.
For CC[C@]12c3[nH]c4cc(CCC(=O)N(C)C)ccc4c3CCN1C(=O)[C@@H](CC(=O)NCCCn1ccnc1)C[C@@H]2C(=O)N1CCN(C(=O)C2CC2)CC1 the results were GRK2 aptamer HTS 1.
Screening CCN(CC)C(=O)[C@H]1CC(CC(=O)NCc2ccc(OC)c(OC)c2)C(=O)N2CCc3c([nH]c4ccc(OC)cc34)[C@]12C (stereo not given in full) returned GRK2 aptamer HTS 0.
Screening C[C@@H]1[C@H]2CCCC[C@H]2CN(C(=O)OC(C)(C)C)[C@@H]1c1cn(Cc2ccccc2)c2ccc(F)cc12 returned GRK2 aptamer HTS 2.
Screening COc1cc2oc(=O)cc(-c3cccc(-c4ccc(C(F)(F)F)cc4)c3)c2c(OC)c1OC returned GRK2 aptamer HTS 3.
For Nc1ncnc2c1ncn2[C@@H]1O[C@H](CNC(=O)[C@@H]2C[C@H](F)CN2)[C@@H](O)[C@H]1O the results were GRK2 aptamer HTS 0.
Screening CCCN=C1N(CC)C[C@@H]2[C@@H]3C(=O)N(C)C(=O)[C@@H]3[C@](Cc3ccccc3)(C(=O)OC)N12 returned GRK2 aptamer HTS 1.
For COc1ccc(C2/C=C\CN3CCC[C@H]3C(=O)N2Cc2ccc(F)cc2)cc1 (stereo not given in full) the results were GRK2 aptamer HTS 0.
Screening CC[C@]12c3[nH]c4cc(CCC(=O)N(C)C)ccc4c3CCN1C(=O)[C@@H](CC(=O)NCCCN(C)C)C[C@@H]2C(=O)N1CCN(C(=O)C2CC2)CC1 returned GRK2 aptamer HTS 4.

High-throughput results (PubChem)
